Rv3671c inh: inhibitors of M. tuberculosis serine protease Rv3671c | inhibition, % at 5.96 µM | P9WHR9 | 320,000 tested, 0.048% active; in the data active means inhibition above about 38%;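 further: extracellular domain of Rv3671c used as enzyme; 0% = enzyme with DMSO and 100% = no enzyme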
Target sequence (P9WHR9 whole entry, looked up, the tested form may be a part): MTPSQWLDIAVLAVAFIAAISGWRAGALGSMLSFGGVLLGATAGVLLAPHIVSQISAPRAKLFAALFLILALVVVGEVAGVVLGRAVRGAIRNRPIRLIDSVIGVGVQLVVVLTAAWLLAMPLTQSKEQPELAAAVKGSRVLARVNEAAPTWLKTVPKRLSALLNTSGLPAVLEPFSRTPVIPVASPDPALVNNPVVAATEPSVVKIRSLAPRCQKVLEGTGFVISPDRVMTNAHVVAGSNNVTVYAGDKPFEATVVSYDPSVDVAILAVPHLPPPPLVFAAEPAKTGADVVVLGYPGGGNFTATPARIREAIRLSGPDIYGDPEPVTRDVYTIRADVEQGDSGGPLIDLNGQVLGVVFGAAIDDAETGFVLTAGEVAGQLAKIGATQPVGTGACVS
VHR inh abs: DUSP3 (human) phosphatase inhibition; recombinant VHR phosphatase, pNPP absorbance; inhibition, % at 13.3 µM; 290,000 tested, 0.52% active; AID 1654; in the data active means inhibition above about 50%; further: some compounds called inactive have numbers as strong as hits
Target sequence (P51452 whole entry, looked up): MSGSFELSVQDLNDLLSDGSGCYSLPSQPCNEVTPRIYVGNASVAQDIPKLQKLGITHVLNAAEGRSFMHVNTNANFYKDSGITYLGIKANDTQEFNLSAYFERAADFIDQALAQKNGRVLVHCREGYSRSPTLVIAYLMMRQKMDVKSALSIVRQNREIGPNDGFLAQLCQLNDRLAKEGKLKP
SARS 3CLpro inh: SARS-CoV 3CLpro protease inhibition | recombinant SARS-CoV 3CLpro, quenched FRET peptide cleavage | inhibition, % at 6 µM | 290,000 tested, 0.14% active | AID 1706; in the data active means inhibition above about 12%
Vc quorum ag: induces V. cholerae light production without autoinducers. V. cholerae BH1578 lux reporter, luminescence, 6 h. activation, % at 18.7 µM. 350,000 tested, 0.16% active. AID 588436; in the data active means activation mostly above about 9.7%, no sharp cut-off; further: not every result past the cut was called active; inactives centre near 0; reference of the scale not given here
Y pestis TopoI: Y. pestis Topo-I inhibition via cleavage products | Y. pestis Topo-I cleavage product accumulation, plate reader | activity, % at 10 µM | 360,000 tested, 0.064% active; in the data active means activity above about 50%, passing the limit was not always enough; further: inactives centre near 2
CCHF vOTU inh: blocks the CCHF virus ovarian tumor domain protease. CCHFV vOTU protease, Pep-AMC fluorescence. inhibition, % at 11.5 µM. 370,000 tested, 0.55% active; in the data active means inhibition above about 30%; further: 0% = vehicle wells with enzyme and 100% = no enzyme wells
MazF activator: activators of E. coli MazEF toxin-antitoxin RNase; P0AE70; FAM/BHQ RNA-DNA oligo cleavage fluorescence, 5 h; activation, % at 20 µM; 350,000 tested, 0.32% active; in the data active means activation above about 50%
Target sequence (P0AE70 whole entry, looked up): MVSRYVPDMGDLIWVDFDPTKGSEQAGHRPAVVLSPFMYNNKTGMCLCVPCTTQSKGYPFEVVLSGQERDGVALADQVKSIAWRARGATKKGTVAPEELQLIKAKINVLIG
SSB-PriA inh: inhibitors of Klebsiella pneumoniae PriA binding to SSB C-terminal tail; AlphaScreen SSBct-PriA binding, biotinylated peptide; 430,000 tested, 0.6% active; inhibition, % at 33 µM; in the data active means inhibition mostly above about 37%, no sharp cut-off; inactive means mostly below about 20%;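 further: plate controls were negative control peptide for no effect and reference peptide for full effect; strong numbers were not always called active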
PrPC TRFRET: inhibitors of human cell surface prion protein PrPC. TR-FRET read-out. inhibition, % at 13.8 µM. 370,000 tested, 0.43% active; in the data active means inhibition above about 24%; further: 0% = median of the test wells and 100% = reference compound wells
TcdB GH inh: inhibitors of Clostridioides difficile toxin B glycohydrolase; inhibition, % at 9.99 µM; TcdB glycohydrolase enzymatic assay, plate reader; 350,000 tested, 0.24% active; in the data active means inhibition above about 10%
* marks the source's active call; other numbers are inactive results; i = inactive; nt = not tested or not shown; & = joins results of further samples. Some of the compounds tested; count on the stated rates, not on these rows.

SMILES	Rv3671c inh	VHR inh abs	SARS 3CLpro inh	Vc quorum ag	Y pestis TopoI	CCHF vOTU inh	MazF activator	SSB-PriA inh	PrPC TRFRET	TcdB GH inh
Cc1cccc(-c2cnc(C(O)c3ccc4ccccc4c3)[nH]2)c1 (configuration not stated)	nt	nt	nt	i	2	23	nt	nt	1	-1.8
Clc1ccccc1Nc1nc(NCc2ccccc2)nc2ccsc12	nt	nt	nt	-0.4	29	13	nt	nt	23	1.0
C=CC[n+]1c(/C=C/c2ccc(OC(C)=O)c(OC)c2)ccc2ccccc21	-4	34	-3	i	-7	4	3	18	-77	1.1
COc1ccc(CN2CC(C(=O)NCc3cccc(OC)c3)CC2=O)cc1 (configuration not stated)	2	10	-2	0.8	6	4	1	-2	5	nt
Cc1ccc2nsnc2c1NC(=O)c1ccc(-c2cc(Cl)ccc2Cl)o1	-22	-4	4	i	-1	0	6	-17	2	nt
CCC1Oc2ccccc2N(CC(=O)NCC2CCCO2)C1=O (configuration not stated)	-5	12	1	4.5	5	2	13	4	4	0.2
Cc1cc(C)cc(N(CC(=O)Nc2ccc(C)cc2Cl)S(=O)(=O)c2c(C)[nH]c(=O)[nH]c2=O)c1	6	-15	3	1.2	12	25	7	0	4	2.9
O=C(CN1C(=O)c2ccc([N+](=O)[O-])cc2C1=O)NCC1CCCO1 (configuration not stated)	9	nt	nt	i	-2	3	2	-1	-19	2.3
Clc1nc(-c2n[nH]nc2Cl)n[nH]1	2	10	-1	i	0	-3	7	-11	5	nt
Cc1ccc(S(=O)(=O)N2C(=O)C(C)SC2=Nc2ccccc2)cc1 (configuration not stated)	-14	-2	-3	0.1	-4	2	2	-9	-1	nt
Cc1ccc(S(=O)(=O)Nc2ccccc2CNc2ccc(Br)cn2)cc1	-51	46	-2	-0.2	0	10	12	-10	0	nt
COC(=O)C(C)n1cnc2c(nnn2-c2ccc(C)cc2)c1=O (configuration not stated)	3	21	-6	-0.1	11	12	-6	-9	0	0.6
COc1ccc(Nc2nc(N3CCOCC3)nc(N3CCOCC3)n2)cc1	nt	26	-6	-0.6	4	-1	-27	2	-12	-0.6
O=c1c2ccccc2nc(SCc2ccncc2)n1CC1CCCO1 (configuration not stated)	1	-15	-1	-0.3	2	13	0	6	2	0.7
COc1ccccc1Nc1ccc(C(=O)NC2CCCCC2)cn1	-9	12	-8	-0.4	0	-10	-4	2	13	0.6
CC1(C)CC(=O)C(CC2=C(N)CC(C)(C)CC2=O)=C(N)C1	-1	3	0	-1.0	-2	-13	15	-5	0	-0.7
CN(C(=O)c1ccc(Br)o1)C1(C)CCS(=O)(=O)C1 (configuration not stated)	-10	19	-6	i	7	14	0	2	-4	2.6
Cn1c(SCC(=O)NCc2cccs2)nnc1-c1ccncc1	4	12	-2	i	56*	-6	-12	-7	3	nt
O=C(CSc1nc2ccccc2c(=O)n1CC1CCCO1)Nc1ccccc1 (configuration not stated)	6	22	4	i	22	-15	7	8	3	0.6
O=C(COC(=O)c1cc(S(=O)(=O)N2CCCC2)ccc1O)Nc1ccc(F)cc1F	6	nt	nt	0.6	-1	1	11	-15	-4	2.0
COc1ccc(Br)c(C(=O)OCC(=O)NC2CC2)c1	3	nt	nt	-2.6	4	-7	3	-11	4	-1.0
CCCn1c(CN2CCN(c3cccc(Cl)c3)CC2)nc2c1c(=O)n(C)c(=O)n2C	-9	25	-1	-1.1	6	6	-15	-34	9	-0.5
CCOC(=O)N1CCN(Cc2nc3cc(NC(=O)c4cccs4)ccc3n2CC)CC1	-2	30	2	i	24	5	7	-11	-2	1.2
O=C(Cn1nc(-c2ccccc2)oc1=O)OCC(=O)c1ccc(F)c(F)c1	-11	nt	nt	-0.3	2	-8	7	-13	-2	2.2
COc1ccccc1C(=O)NCc1ccc(-c2nc3ccccc3s2)cc1	-5	-10	2	-0.3	3	-17	2	4	-1	nt

Gathered by group, those above containing a thiophene ring, fused or not (3)
SMILES	Rv3671c inh	VHR inh abs	SARS 3CLpro inh	Vc quorum ag	Y pestis TopoI	CCHF vOTU inh	MazF activator	SSB-PriA inh	PrPC TRFRET	TcdB GH inh
Clc1ccccc1Nc1nc(NCc2ccccc2)nc2ccsc12	nt	nt	nt	-0.4	29	13	nt	nt	23	1.0
Cn1c(SCC(=O)NCc2cccs2)nnc1-c1ccncc1	4	12	-2	i	56*	-6	-12	-7	3	nt
CCOC(=O)N1CCN(Cc2nc3cc(NC(=O)c4cccs4)ccc3n2CC)CC1	-2	30	2	i	24	5	7	-11	-2	1.2

The listing continues:
SMILES	Rv3671c inh	VHR inh abs	SARS 3CLpro inh	Vc quorum ag	Y pestis TopoI	CCHF vOTU inh	MazF activator	SSB-PriA inh	PrPC TRFRET	TcdB GH inh
CCCOc1cccc(C(=O)N/N=C/c2ccoc2)c1	-5	14	0	0.5	6	-3	1	nt	-1	-0.4
O=c1[nH]sc2cc(F)ccc12	nt	25	-1	1.7	4	-3	10	-4	-3	-4.9
O=C(NN1C(=O)c2ccccc2C1=O)C1CCCCC1	6	12	8	-0.8	-1	0	-6	2	1	nt
CC(C)(C)OC(=O)[C@H](Cc1ccccc1)NC(=O)c1nc[nH]c1C(=O)N[C@@H](Cc1ccccc1)C(=O)OC(C)(C)C	-23	0	nt	i	37	20	1	-2	12	-1.5
O=C(NCCN1CCOCC1)C1CC(=O)N(c2cccc(C(F)(F)F)c2)C1 (configuration not stated)	nt	nt	nt	i	5	1	7	-6	7	0.8
COc1cc(OC)cc(C(=O)N(CCCN2C(=O)c3cccc4cccc(c34)C2=O)c2cccc(OC)c2)c1	-44	23	5	-0.2	32	-9	-9	-9&8	-2	1.5
Cc1cccc(NC(=O)Cn2c(=O)n(CCc3c[nH]c4ccccc34)c(=O)c3cccnc32)c1	-43	-7	6	nt	nt	4	nt	nt	8	-1.2
CC(NC(=S)NC1CCCCC1)C(c1cccs1)N1CCOCC1 (configuration not stated)	13	1	2	-0.6	2	14	5	5	6	1.6
CC1(C)Cc2ccccc2-c2nnc(-c3ccccn3)n21	-2	10	3	-0.7	3	-10	1	-7	11	0.6
COc1ccc(COc2cc(-c3cccc(OC)c3)nc3ccc(NC(=O)c4ccc(Cl)cc4)cc23)cc1	-19	-7	0	i	-3	-5	3	-10	-4	-0.4
Cc1ccc(CN2CC(C(=O)NCCCn3nc(C)cc3C)CC2=O)cc1 (configuration not stated)	nt	nt	nt	i	-5	-12	5	-22	-4	2.0
CN(C)S(=O)(=O)N1CCC(Oc2ccc(C(=O)N3C[C@@H]4CCC[C@H]3C4)cc2)CC1	-8	5	-4	-0.4	22	15	-3	6	1	1.4
COc1cc(/C=N/N2CCCCC2)cc([N+](=O)[O-])c1O	1	60*	-1	i	5	15	-3	nt	-2	-101
CN(C)c1nc(N)nc(CSc2nc3cc(Cl)ccc3o2)n1	-17	-5	-7	-0.5	11	-2	-7	-4	5	nt
N#CCCN(Cc1cccnc1)C(=S)Nc1ccccc1Cl	nt	29	4	-0.9	5	12	-1	4	-1	-1.2
C/C(=C\c1ccccc1F)C1Nc2cccc3cccc(c23)N1	-4	nt	nt	i	-35	11	0	14	-1	0.5
O=C(CC(=O)Nc1ccc(Cl)cc1Cl)Nc1ccc(Cl)cc1Cl	-10	32	-5	-5.6	15	6	-13	-3	-5	1.2
Cc1cccc(N(C(=O)CNC(=O)c2ccco2)C(C(=O)NC2CCCC2)c2cccnc2)c1C (configuration not stated)	1	-15	0	-0.2	0	-3	7	-7	-3	1.7
Cc1[nH]c2ccccc2c1C(=O)NS(=O)(=O)Nc1ccc(F)cc1	2	17	3	0.0	11	12	-26	4	-1	0.2
CCn1c(=O)c(C(=O)CN2CC(C)OC(C)C2)c(N)n(Cc2ccccc2)c1=O (configuration not stated)	-1	13	-4	-0.4	-6	-2	-1	-5	0	nt
CC1=C(C/C=C(\C)CCCC(C)CCCC(C)CCCC(C)C)C(=O)c2ccccc2C1=O (configuration not stated)	2	nt	nt	-2.8	-12	17	-7	-3	3	0.5
CCCCN(CCCC)CCNC(=O)c1cn(CC)c2ccc(S(=O)(=O)N3CCCC3)cc2c1=O	5	14	3	0.5	10	22	-1	-8	-10	1.8
CN(c1ccccc1)C(c1ccc(F)cc1)c1nnnn1CC1CCCO1 (configuration not stated)	-3	-8	2	-12	47	-2	9	-26	2	nt
CCCCn1c(N)c(N(CC)C(=O)c2cc(CC)c(C)s2)c(=O)[nH]c1=O	-6	nt	nt	-0.3	9	-1	-1	4	-6	-0.9
Cc1ccc(-n2c(SCC(=O)Nc3cccc(S(N)(=O)=O)c3)nc3ccccc32)cc1	-37	6	7	-0.3	24	8	-24	1	15	nt
Remaining list, next part.
SMILES	Rv3671c inh	VHR inh abs	SARS 3CLpro inh	Vc quorum ag	Y pestis TopoI	CCHF vOTU inh	MazF activator	SSB-PriA inh	PrPC TRFRET	TcdB GH inh
COc1ccc(-c2nnc(SCC(=O)N3CCCc4ccccc43)o2)cc1OC	-1	0	4	nt	-6	12	-6	-9	7	nt
Cc1nccn1CC(=O)N/N=C/c1ccccc1O	13	22	-3	-3.6	-3	6	7	nt	5	-2.9
C/C(=N\Nc1ccc(Cl)c(Cl)c1)c1ccc(-n2ccnc2)cc1	12	8	-1	-0.3	-22	9	-12	nt	1	nt
CC1=C(NCCc2ccccc2)CCC1=O	-8	39	-3	i	-4	7	12	-1	6	nt
Cc1ccc(OCC(=O)NNC(=O)C2CCCO2)c(C)c1 (configuration not stated)	0	11	0	-0.4	-1	4	0	-3	0	1.0
c1ccc(-c2nc3ccccc3o2)nc1	6	24	1	i	3	10	7	1	-4	nt
COc1cc(/C=C/C(=O)O)cc(S(=O)(=O)N2CCc3ccccc3C2)c1OC	3	38	2	-0.6	-1	-6	0	4	-6	1.5
CC(Oc1ccc2c3c(c(=O)oc2c1)CCC3)C(=O)N[C@@H](Cc1ccccc1)C(=O)O (some centres not stated)	0	25	-3	-0.6	1	4	-4	-1	-6	-2.3
O=C(NCCc1c[nH]c2ccccc12)c1ccc(S(=O)(=O)NCc2ccco2)cc1	-6	20	-4	i	2	0	6	2	-1	nt
Cc1ccc(-n2c(SCC(=O)Nc3ccc4c(c3)OCO4)nnc2-c2ccccn2)cc1	-1	15	3	i	29	10	11	-22	-5	nt
O=C(Nc1ccc(F)cc1)N1CC2CC(C1)c1cccc(=O)n1C2 (configuration not stated)	-7	2	-6	i	5	-1	-8	-15	1	nt
CCCCn1c(N)c(N(CCC(C)C)C(=O)c2sc3nc4n(c(=O)c3c2C)CCC4)c(=O)[nH]c1=O	2	24	0	i	2	4	2	-19	-3	1.2
O=C(COC(=O)CC1SC(N2CCCC2)=NC1=O)Nc1c(F)c(F)c(F)c(F)c1F (configuration not stated)	9	nt	nt	-0.9	1	-1	10	3	-3	-0.3
CN1CC2CCCC3(C1)C(=O)NC1(CCCCC1)N=C23 (configuration not stated)	1	37	0	i	0	nt	-2	-21	nt	nt
COc1ccc(NS(=O)(=O)c2cc3c(cc2C)N(C)CCO3)cc1	4	-10	-5	-2.5	12	1	15	12	0	0.6
COc1ccc(NC(=O)C2CCCNC2)cc1OCC(C)C (configuration not stated)	-4	21	1	-1.4	-13	19	-1	-14	-3	1.0
O=C(O)CSc1nnc(-c2ccccc2)o1	5	26	0	nt	1	3	5	-2	-7	nt
CS(=O)(=O)N1CCc2cc(C(=O)N3CCN(c4cccc(Cl)c4)CC3)ccc21	5	18	-2	-3.8	21	0	6	6	8	-0.5
COc1ccccc1/C=C/C(=O)N1CCOCC1	0	33	2	-0.8	-2	-4	-4	-14	-3	nt
COc1ccc(C2C(Oc3ccccc3)C(=O)N2c2ccc(C)c(C)c2)cc1OC (configuration not stated)	-5	nt	4	1.0	10	3	5	5	2	nt
CCN(CC)c1ccc2cc(-c3nc(-c4ccc(OC)cc4)cs3)c(=O)oc2c1	-7	12	-15	nt	nt	-19	-157	-85	0	0.6

One compound at a time, as listed above. Screens in order: Rv3671c inh | VHR inh abs | SARS 3CLpro inh | Vc quorum ag | Y pestis TopoI | CCHF vOTU inh | MazF activator | SSB-PriA inh | PrPC TRFRET | TcdB GH inh
COc1ccc(NS(=O)(=O)c2cc3c(cc2C)N(C)CCO3)cc1 in the list: 4 | -10 | -5 | -2.5 | 12 | 1 | 15 | 12 | 0 | 0.6
CC(Oc1ccc2c3c(c(=O)oc2c1)CCC3)C(=O)N[C@@H](Cc1ccccc1)C(=O)O (some centres not stated) in the list: 0 | 25 | -3 | -0.6 | 1 | 4 | -4 | -1 | -6 | -2.3

Screens deposited in PubChem BioAssay by several laboratories.
